Pemphigus Ab inh – human desmoglein-3 autoantibody binding inhibition. DSG3-coupled beads, scFv-anti-DSG3-GFP binding, flow cytometry; stronger effect = lower value. actives 0.48% (n = 310,000). P32926. binding (percent of control), % at 10 µM. AID 588358;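 active means binding more than 3 SD below its plate's average and above zero; inconclusive means below that plate limit but binding exactly zero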;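 further: hits lower antibody fragment binding to DSG3; some compounds called inactive have numbers as strong as hits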
NSD2 inh – inhibitors of human histone methyltransferase NSD2; actives 0.54% (n = 310,000); O96028; NSD2 peptide methylation, AlphaScreen, 120 min; inhibition, % at 12.5 µM; in the data active means inhibition above about 50%
Target sequence (O96028 whole entry, looked up): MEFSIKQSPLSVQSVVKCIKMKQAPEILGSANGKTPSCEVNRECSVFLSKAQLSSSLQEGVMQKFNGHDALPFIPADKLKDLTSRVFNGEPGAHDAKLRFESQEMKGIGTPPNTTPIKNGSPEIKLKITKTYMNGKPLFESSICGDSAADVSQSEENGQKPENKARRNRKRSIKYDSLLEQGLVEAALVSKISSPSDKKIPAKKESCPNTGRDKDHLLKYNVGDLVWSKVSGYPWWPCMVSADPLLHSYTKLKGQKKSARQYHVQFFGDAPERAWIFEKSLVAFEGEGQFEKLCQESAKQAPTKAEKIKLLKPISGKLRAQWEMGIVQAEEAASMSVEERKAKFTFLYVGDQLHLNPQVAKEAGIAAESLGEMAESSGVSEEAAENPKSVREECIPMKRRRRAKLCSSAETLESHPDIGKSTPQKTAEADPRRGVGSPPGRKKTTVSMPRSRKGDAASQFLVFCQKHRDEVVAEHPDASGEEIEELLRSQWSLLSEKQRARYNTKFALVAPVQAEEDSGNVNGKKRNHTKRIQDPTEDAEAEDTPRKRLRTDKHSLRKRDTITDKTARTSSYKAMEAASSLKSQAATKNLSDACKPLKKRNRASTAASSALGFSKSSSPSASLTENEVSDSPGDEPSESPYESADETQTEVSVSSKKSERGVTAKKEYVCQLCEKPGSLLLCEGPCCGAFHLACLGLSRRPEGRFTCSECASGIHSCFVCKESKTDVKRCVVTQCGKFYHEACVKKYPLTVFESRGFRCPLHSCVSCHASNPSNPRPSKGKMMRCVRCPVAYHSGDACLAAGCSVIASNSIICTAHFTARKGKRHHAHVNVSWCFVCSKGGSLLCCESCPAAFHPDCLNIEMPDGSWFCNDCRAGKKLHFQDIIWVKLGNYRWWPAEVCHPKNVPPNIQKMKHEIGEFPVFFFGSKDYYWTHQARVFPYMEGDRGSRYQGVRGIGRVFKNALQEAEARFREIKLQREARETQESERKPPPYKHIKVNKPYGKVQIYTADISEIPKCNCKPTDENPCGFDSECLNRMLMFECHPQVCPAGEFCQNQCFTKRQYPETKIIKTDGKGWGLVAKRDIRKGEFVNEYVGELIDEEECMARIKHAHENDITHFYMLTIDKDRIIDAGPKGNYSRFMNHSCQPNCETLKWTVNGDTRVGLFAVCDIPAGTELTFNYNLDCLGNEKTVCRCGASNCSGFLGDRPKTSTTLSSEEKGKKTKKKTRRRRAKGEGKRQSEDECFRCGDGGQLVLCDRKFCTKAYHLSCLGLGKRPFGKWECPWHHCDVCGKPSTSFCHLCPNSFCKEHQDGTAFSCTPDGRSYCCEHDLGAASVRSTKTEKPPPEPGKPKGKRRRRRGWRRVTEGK
Keap1 Nrf2 FP – inhibitors of human Keap1-Nrf2 protein-protein interaction | Keap1 Kelch-Nrf2 peptide fluorescence polarization, 1536-well | inhibition, % at 9.4 µM | actives 0.15% (n = 340,000) | AID 504523; in the data active means inhibition above about 12%; inconclusive means no clear call, values can overlap the other calls; inactive means below about 7.3%;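 further: human Keap1 Kelch domain with fluorescein labeled Nrf2 9mer peptide probe; 0% = neutral control wells and 100% = peptide positive control; higher means more block of Keap1 binding to Nrf2 peptide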
DAGLB inhibitor – blocks human DAGLB lipase activity; Q8NCG7; HEK293T DAGLB membrane lysate, EnzChek fluorogenic substrate; inhibition, % at 5.17 µM; actives 0.059% (n = 340,000); AID 504411; in the data active means inhibition above about 34%;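 further: 0% = enzyme with vehicle and 100% = wells lacking enzyme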
CAL PDZ FP-1 – inhibitors of human CAL PDZ peptide binding. Q9HD26. purified CAL PDZ, TMR-peptide fluorescence polarization, 1 h. inhibition, % at 24.9 µM. actives 0.92% (n = 300,000). AID 602252;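 active means mean inhibition of at least 30% with at least half of replicates also reaching 30%; inconclusive means no clear call, values can overlap the other calls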;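 further: 0% = DMSO neutral control and 100% = excess unlabeled competitor peptide PRC23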
Arrestin-AP2 inh – human beta-arrestin and AP2 interaction inhibition. AID 504490. inhibition, % at 10 µM. actives 0.31% (n = 340,000). FITC-arrestin peptide / GST-AP2 beads, flow cytometry; AP2 beta2 appendage carries R879A mutation;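 active means inhibition above a set limit, near 3 SD of compounds lacking own fluorescence, cut at about 54% in these data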;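 further: plate controls were DMSO wells for no effect and 5 µM unlabelled arrestin peptide for full effect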
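System: GST-tagged AP2 beta2-adaptin appendage (R879A) on 4 µm glutathione beads / Reagent: FITC-arrestin peptide, 50 nM / Detection: HyperCyt-sampled flow cytometry, FL1 channel, ex 488/em 535 nm / Timing: 12 min plus 1 h, RT / Buffer or medium: PBS plus Tween 20 (0.05%) and BSA (0.1%)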
C-LANA FP – inhibitors of KSHV LANA C-terminal domain DNA binding; inhibition, % at 9 µM; MBP-C-LANA/FAM-LBS DNA binding, fluorescence polarization; AID 504423; actives 0.078% (n = 340,000);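 active means highest replicate inhibition at or above 60% at 9 µM, even if other replicates fall short; inactive means all replicates below 60% inhibition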;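 further: 0% = neutral control wells and 100% = 4 µM acridine orange control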
CAL PDZ FP-2 – blocks peptide binding to human CAL PDZ domain | Q9HD26 | purified CAL PDZ, TMR-peptide fluorescence polarization, 1 h | inhibition, % at 20 µM | actives 0.02% (n = 330,000) | AID 504414;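 active means highest replicate inhibition of at least 40%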;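 further: plate controls were DMSO neutral control wells for no effect and unlabeled competitor peptide control wells for full effect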
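material = purified tagged CAL PDZ domain construct (CerCALP) | compound dosing = 20 µM, one dose | times = 1 h at RT | measured by = fluorescence polarization from S- and P-plane intensities, G-factor corrected | read-out = inhibition from polarization loss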
V-ATPase pH – alters yeast V-ATPase proton transport. S. cerevisiae, pHLuorin cytosolic pH fluorescence. response, % at 10 µM. actives 0.37% (n = 350,000); in the data active means response mostly above about 7.3%, no sharp cut-off; inactive means mostly below about 5.4%; further: actives read high; inactives centre near 0; some compounds called inactive have numbers as strong as hits; reference of the scale not given here
RTF Ca sens inh – cardiac RTF calcium desensitization. IANBD-labeled cardiac RTF, Ca2+ fluorescence. inhibition, % at 7.15 µM. actives 0.12% (n = 340,000);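 active means inhibition above the mean inhibition of all tested compounds plus 3 SD, cut at about 17% in these data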;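 further: assay run at fixed EC70 calcium of 1.6 mM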
* = called active by the depositor; ? = inconclusive; nt = no result given. The list is partial. The share of hits here may be higher or lower than overall.

Sample of the layout, 2 compounds:
No. | SMILES | Pemphigus Ab inh | NSD2 inh | Keap1 Nrf2 FP | DAGLB inhibitor | CAL PDZ FP-1
1 | CCN1CCN(CCCNC(=O)CNC(=O)c2nn(-c3ccc(OC)cc3OC)c(=O)c3ccccc23)CC1 | nt | 2 | 0 | -1 | -7
2 | CCCCn1c(=O)nc2n(-c3ccc(C)cc3)c3ccccc3cc-2c1=O | 108 | -3 | -1 | 4 | nt

No. | Arrestin-AP2 inh | C-LANA FP | CAL PDZ FP-2 | V-ATPase pH | RTF Ca sens inh
1 | -13 | 0.8 | -2.9 | 1 | -9
2 | 8 | -1.4 | -0.8 | 5 | -4

The whole of this part, from the first entry:
No. | SMILES | Pemphigus Ab inh | NSD2 inh | Keap1 Nrf2 FP | DAGLB inhibitor | CAL PDZ FP-1
1 | CCN1CCN(CCCNC(=O)CNC(=O)c2nn(-c3ccc(OC)cc3OC)c(=O)c3ccccc23)CC1 | nt | 2 | 0 | -1 | -7
2 | CCCCn1c(=O)nc2n(-c3ccc(C)cc3)c3ccccc3cc-2c1=O | 108 | -3 | -1 | 4 | nt
3 | O=c1[nH]c2ccccc2nc1/C=C/c1ccc(O)cc1 | 106 | nt | -2 | 0 | 1
4 | O=C1OC[C@@H]2CCCN2C(=O)[C@@H](CC(=O)N(CCO)Cc2ccccc2)C/C=C\CC[C@H]1Cc1ccc(F)cc1 | nt | nt | 0 | -2 | -1
5 | O=C(c1cccc(S(=O)(=O)N2CCc3ccccc32)c1)N1CCN(c2ccccc2)CC1 | 89 | 1 | ? | 2 | -1
6 | O=C(O)CN1CCN(Cc2ccccc2Cl)C1=O | 104 | 9 | 0 | 0 | -5
7 | Cc1c(C(=O)NCCSc2ccc(Cl)cc2)cccc1[N+](=O)[O-] | 101 | 0 | 2 | -4 | 4
8 | CCOC(=O)c1sc(N2C(=O)C(O)=C(C(=O)c3ccco3)C2c2ccc([N+](=O)[O-])cc2)nc1C (configuration not stated) | 114 | -1 | -3 | 21 | -19
9 | Cc1ccccc1-c1nc(-c2ccc(NC(=O)c3ccc(Br)o3)cc2)no1 | 92 | 0 | -1 | 0 | nt
10 | COCCCNc1ncnc2sc3c(c12)CCC(C)C3 (configuration not stated) | 103 | 1 | -4 | 2 | -3
11 | CCCc1cc2c(cc1NC(=O)c1ccc(C)cc1)OCO2 | 109 | 0 | -1 | -2 | -2
12 | Cc1nn2cnnc2c(C)c1Cc1c(F)cccc1Cl | 102 | 1 | -2 | -1 | -5

No. | Arrestin-AP2 inh | C-LANA FP | CAL PDZ FP-2 | V-ATPase pH | RTF Ca sens inh
1 | -13 | 0.8 | -2.9 | 1 | -9
2 | 8 | -1.4 | -0.8 | 5 | -4
3 | -12 | -1.3 | -0.1 | 5 | -12
4 | -3 | 2.7 | -0.4 | 3 | -3
5 | 4 | 3.7 | -1.8 | 2 | -2
6 | 12 | 0.5 | nt | 0 | -4
7 | 8 | 0.7 | 0.6 | 4 | -3
8 | -8 | 2.5 | -7.2 | 1 | -2
9 | 18 | -1.5 | -1.7 | -1 | -5
10 | 19 | -0.5 | -1.2 | 7 | -6
11 | 21 | 1.1 | -0.7 | 2 | -4
12 | -1 | 0.0 | -2.9 | 1 | -6

Going on with the list:
No. | SMILES | Pemphigus Ab inh | NSD2 inh | Keap1 Nrf2 FP | DAGLB inhibitor | CAL PDZ FP-1
13 | O=c1[nH]ncc(N2CCCCCC2)c1Cl | 103 | 0 | -6 | -2 | 3
14 | Cc1c(Cl)cccc1NC(=O)NCc1ccc(F)cc1 | 100 | -3 | 0 | -2 | -2
15 | O=C(Nc1cnccn1)c1csc2ccccc12 | 103 | 0 | -5 | -1 | -2
16 | O=C(COc1ccc(F)cc1)N1CCCCCCC1 | 95 | 1 | -4 | -1 | -4
17 | COc1ccc(C)cc1NC(=O)c1ccccc1NS(=O)(=O)c1cccc2cccnc12 | 97 | -2 | 3 | -3 | -6
18 | COc1ccc2oc(C)c(C(N)=O)c2c1 | nt | 1 | -5 | 0 | -8
19 | COc1ccc(OC)c(CN(CCCN2CCOCC2)S(=O)(=O)c2ccc(NC(C)=O)cc2)c1 | nt | -2 | -1 | 0 | 0
20 | COc1ccc(N2CCN(C(CNC(=O)C(=O)NCc3cccnc3)c3ccco3)CC2)cc1 (configuration not stated) | 99 | nt | -2 | -2 | -8
21 | O=C(C1CCCC1)N1CCN(S(=O)(=O)c2ccc(Cl)cc2)CC1 | 115 | 0 | -3 | 1 | -2
22 | Cc1cc(C)c(C#N)c(SCC(=O)c2ccccc2)n1 | 88 | -2 | -2 | -3 | -1
23 | Cc1nn(-c2ccc(F)cc2)c(-n2cccc2)c1C(=O)N1CCN(C(=O)c2ccco2)CC1 | 110 | -1 | -6 | -2 | 0
24 | CC(=O)c1ccc(NC(=O)Cn2cnc(S(=O)(=O)N3CCCCC3)c2)cc1 | 85 | 1 | -2 | -1 | -2

No. | Arrestin-AP2 inh | C-LANA FP | CAL PDZ FP-2 | V-ATPase pH | RTF Ca sens inh
13 | -13 | 0.1 | -1.4 | -6 | -3
14 | 9 | 0.7 | -2.5 | -1 | -25
15 | 1 | 0.1 | -1.8 | 8 | -4
16 | 4 | 0.5 | -0.4 | 4 | 2
17 | 2 | -1.3 | -0.2 | -2 | -26
18 | 2 | -1.1 | -0.3 | -1 | -4
19 | 18 | -1.8 | -0.9 | -4 | -1
20 | -5 | -0.4 | -2.5 | 2 | -6
21 | -3 | -0.7 | -1.8 | 3 | -5
22 | 2 | 0.2 | -2.8 | -1 | -12
23 | -11 | -0.2 | 0.4 | 3 | -4
24 | 13 | nt | -2.7 | -5 | -7

Carrying on.
No. | SMILES | Pemphigus Ab inh | NSD2 inh | Keap1 Nrf2 FP | DAGLB inhibitor | CAL PDZ FP-1
25 | COC(=O)c1sccc1NC(=O)c1ccccc1Br | 123 | -9 | -6 | -9 | -3
26 | C/C(=N/NC(=O)c1ccc(C)s1)c1cccnc1 | nt | -2 | 2 | -8 | -3
27 | COc1cc(OC)c(OC)cc1/C=N/NC(=O)c1ccc2nc[nH]c2c1 | 117 | -2 | 1 | 1 | 1
28 | COc1cccc(CC2(CO)CCCN(Cc3cn[nH]c3-c3ccc(F)cc3)C2)c1 (configuration not stated) | 109 | 1 | -3 | 0 | -1
29 | O=C(OCC(=O)N1CCCC1)c1ccc(S(=O)(=O)N2CCOCC2)cc1 | 99 | 5 | -4 | 0 | -2
30 | Cc1nn(-c2ccccc2)c(C)c1NC(=O)COc1cc(F)ccc1[N+](=O)[O-] | nt | 8 | 0 | 3 | -5
31 | CCN(CC)S(=O)(=O)c1ccc(-c2nnc(SCc3nnc(-c4ccc(C)cc4)o3)n2CC)cc1 | 103 | 0 | 0 | 2 | -3
32 | Cc1ccc(NC(=O)CCC(=O)N/N=C/c2ccc(O)cc2)cc1 | 94 | 3 | 2 | -2 | -1
33 | Cc1ccc(NC(=O)CSCC(=O)Nc2ccccc2C(=O)NC2CC2)cc1 | 87 | -1 | 0 | -3 | 5
34 | N#C/C(=C/c1cn(CC(=O)O)c2ccccc12)C(=O)Nc1ccccc1 | 102 | -4 | 2 | -3 | 4
35 | O=C1CN=C(Nc2ccc(Cl)cc2)N1c1ccccc1 | nt | 0 | -5 | 0 | -1
36 | CCc1ccc(NC(=O)NCCN2CCN(c3ccc(OC)cc3)CC2)cc1 | 101 | 5 | -2 | -2 | -1

No. | Arrestin-AP2 inh | C-LANA FP | CAL PDZ FP-2 | V-ATPase pH | RTF Ca sens inh
25 | 14 | -1.7 | -0.8 | -1 | -2
26 | 11 | 0.7 | -2.8 | 3 | 1
27 | -3 | 0.5 | -1.3 | -2 | -5
28 | -10 | 0.0 | -1.1 | nt | -4
29 | -5 | 1.0 | 0.4 | 2 | 2
30 | -18 | 0.8 | 1.0 | 0 | 2
31 | 3 | 0.1 | -0.2 | 6 | 0
32 | 1 | -0.6 | -2.5 | 3 | -15
33 | -9 | -0.6 | 0.2 | -2 | -18
34 | 44 | 0.3 | 0.1 | -2 | -2
35 | 22 | 0.2 | 0.3 | 4 | -8
36 | 9 | 1.2 | 1.0 | 1 | -2

Another view of 6 compounds above.
entry | smiles | Pemphigus Ab inh | NSD2 inh | Keap1 Nrf2 FP | DAGLB inhibitor | CAL PDZ FP-1 | Arrestin-AP2 inh | C-LANA FP | CAL PDZ FP-2 | V-ATPase pH | RTF Ca sens inh
30 | Cc1nn(-c2ccccc2)c(C)c1NC(=O)COc1cc(F)ccc1[N+](=O)[O-] | nt | 8 | 0 | 3 | -5 | -18 | 0.8 | 1.0 | 0 | 2
35 | O=C1CN=C(Nc2ccc(Cl)cc2)N1c1ccccc1 | nt | 0 | -5 | 0 | -1 | 22 | 0.2 | 0.3 | 4 | -8
33 | Cc1ccc(NC(=O)CSCC(=O)Nc2ccccc2C(=O)NC2CC2)cc1 | 87 | -1 | 0 | -3 | 5 | -9 | -0.6 | 0.2 | -2 | -18
26 | C/C(=N/NC(=O)c1ccc(C)s1)c1cccnc1 | nt | -2 | 2 | -8 | -3 | 11 | 0.7 | -2.8 | 3 | 1
25 | COC(=O)c1sccc1NC(=O)c1ccccc1Br | 123 | -9 | -6 | -9 | -3 | 14 | -1.7 | -0.8 | -1 | -2
29 | O=C(OCC(=O)N1CCCC1)c1ccc(S(=O)(=O)N2CCOCC2)cc1 | 99 | 5 | -4 | 0 | -2 | -5 | 1.0 | 0.4 | 2 | 2

(continued)
No. | SMILES | Pemphigus Ab inh | NSD2 inh | Keap1 Nrf2 FP | DAGLB inhibitor | CAL PDZ FP-1
37 | Clc1ccc(OCCSc2ncccn2)c2ccccc12 | 82 | -3 | -3 | -8 | -6
38 | CC(C)NCc1nnc(-c2ccccc2Cl)o1 | 97 | 1 | -4 | -1 | -2
39 | CCc1ccc(C(=O)OCC(=O)Nc2cccc(S(=O)(=O)NC3=NCCCCC3)c2)cc1 | nt | -2 | -7 | -2 | -5
40 | Cc1ccc(C(=O)O)cc1[N+](=O)[O-] | 98 | nt | -1 | 1 | -7
41 | S=c1[nH]nc(-c2cc(-c3ccccc3)n[nH]2)n1/N=C/c1ccc(Cl)cc1 | 98 | 5 | -2 | 2 | nt
42 | Cc1ccc(S(=O)(=O)n2ccc3cccnc32)cc1 | 98 | -2 | -1 | -3 | -3
43 | COc1ccc([N+](=O)[O-])cc1N(CC(O)CN1C(=O)NC(C)(C)C1=O)S(=O)(=O)c1ccccc1 (configuration not stated) | nt | 3 | -1 | 3 | 0

No. | Arrestin-AP2 inh | C-LANA FP | CAL PDZ FP-2 | V-ATPase pH | RTF Ca sens inh
37 | 21 | 0.5 | -0.9 | -2 | 0
38 | 36 | 2.3 | -3.2 | 0 | -20
39 | -1 | 0.5 | -1.3 | -1 | 5
40 | -12 | -0.7 | 0.2 | -1 | 0
41 | 36 | 2.4 | -0.7 | 2 | 4
42 | 14 | -1.2 | 0.0 | 1 | -1
43 | 2 | 1.6 | -1.6 | 4 | -3

Compound activity from PubChem BioAssay.
